ALDH1A1 block = qHTS Assay for Inhibitors of Aldehyde Dehydrogenase 1 (ALDH1A1); 7.3% of 220,000 active; Purified ALDH1A1, NADH fluorescence, propionaldehyde substrate; Potency, µM (top dose mostly 75.3 µM), without a hit: at the highest dose activity, negative = inhibition, usual class: inhibitors; Aldehyde dehydrogenase 1A1 (Homo sapiens), P00352; AID 1030, 2008; active = well fitted inhibition curve with a large enough effect, not every such curve was filed as active; inconclusive = small, poorly fitted or top-dose-only effect, or another doubt; inactive = no such curve, though single readings can be large or run the other way;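 also: plate controls were no enzyme wells and a reference inhibitor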
aGlu spleen mod = qHTS Assay for Inhibitors and Activators of Human alpha-Glucosidase From Spleen Homogenate; Lysosomal alpha-glucosidase (Homo sapiens), P10253; human spleen homogenate, 4-MU-alpha-glucoside fluorescence; Potency, µM (highest dose often 79.9 µM), for the others: top-dose activity change, negative = inhibition, hits mostly inhibitors; 0.006% of 240,000 active; AID 2112, 2009;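 also: 0% = enzyme with vehicle and -100% = no enzyme basal signal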
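AC50 values come from Hill-equation fits of concentration-response data, normalized to no-enzyme and full-activity controls. Enzyme source: 1 ug human spleen homogenate; 1 mM fluorogenic 4-MU glucoside, pH 5.0 citrate buffer, 37 C, 40 min.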
aGal spleen mod = qHTS Assay for Inhibitors and Activators of Human alpha-Galactosidase From Spleen Homogenate; Alpha-galactosidase A (Homo sapiens), P06280; human spleen homogenate, 4MU-alpha-Gal fluorescence, 40 min; Potency, µM (top dose mostly 80 µM), without a hit: at the top dose activity change, negative = inhibition, most hits filed as inhibitors; 0.008% of 240,000 active; AID 2107, 2009;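 also: 0% = enzyme with vehicle and -100% = no enzyme basal signal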
Target sequence (P06280 32-429 limits assumed): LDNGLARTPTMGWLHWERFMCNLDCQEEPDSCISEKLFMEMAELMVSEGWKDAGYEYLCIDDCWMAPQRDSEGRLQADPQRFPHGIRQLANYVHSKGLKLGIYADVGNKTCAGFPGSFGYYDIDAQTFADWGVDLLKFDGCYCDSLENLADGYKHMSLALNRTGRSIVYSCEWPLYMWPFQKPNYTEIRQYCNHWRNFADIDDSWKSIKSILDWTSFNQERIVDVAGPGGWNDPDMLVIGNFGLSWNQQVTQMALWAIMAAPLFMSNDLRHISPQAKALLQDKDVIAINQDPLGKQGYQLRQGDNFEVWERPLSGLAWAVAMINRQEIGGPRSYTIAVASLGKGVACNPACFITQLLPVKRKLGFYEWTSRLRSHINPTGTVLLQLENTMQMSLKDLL
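Human spleen homogenate (1 ug) as enzyme source, 4-methylumbelliferyl-alpha-D-galactopyranoside 1 mM final, citrate/phosphate pH 5.0 with 0.01% Tween-20. Compounds 40 min at 37C, NaOH/glycine stop; fluorescence Ex 365/Em 440, Hill-fit AC50.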
GAA inhib = qHTS Assay for Inhibitors of Human alpha-Glucosidase as a Potential Chaperone Treatment of Pompe Disease. Lysosomal alpha-glucosidase (Homo sapiens), P10253. purified human GAA, 4-MU-alpha-glucoside fluorescence. 0.005% of 200,000 active. AID 1466, 2008. Potency, µM (doses to about 76.9 µM), for the others: top-dose activity change, negative = inhibition, hits mostly inhibitors;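 also: plate controls were uninhibited enzyme wells for no effect and no-enzyme background for full effect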
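Enzyme (4 nM final) mixed with compound (up to 77 uM), then 4-MU-alpha-D-pyranoside (400 uM final) added; 20 min at room temperature, pH 5.0. Reaction stopped at pH 10, fluorescence read, AC50 derived by Hill fit.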
GAA glycogen = qHTS Assay for Inhibitors and Activators of Human alpha-Glucosidase Cleavage of Glycogen; Lysosomal alpha-glucosidase (Homo sapiens), P10253; recombinant GAA, glycogen substrate, Amplex Red glucose oxidase fluorescence; Potency, µM (highest dose often 76.4 µM), inactives show at the top dose activity change, negative = inhibition, actives largely listed as inhibitors; 0.38% of 300,000 active;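 also: 0% = full enzyme reaction and -100% = no-enzyme basal signal; the screen sought inhibitors and activators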
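Recombinant human alpha-glucosidase (4 nM final) hydrolysed bovine liver glycogen (30 ug) for 40 min at 37 C in pH 5.0 citrate/phosphate with 0.01% Tween-20. Released glucose detected by glucose oxidase/Amplex Red, Ex 573/Em 610 nm. Compounds up to 77 uM; AC50 from Hill fits.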
NPSR antag = qHTS Assay for Antagonists of the Neuropeptide S Receptor: cAMP Signal Transduction; Q6W5P4; CHO-NPSR cells, cAMP TR-FRET, antagonist mode; Potency, µM (top dose mostly 38.3 µM), inactives show at the top dose activity change, negative = inhibition, hits mostly inhibitors; 1% of 220,000 active; AID 1461, 2008; also: % is scaled to controls: 0 for no effect and ±100 for the full control effect; nearly all actives have a fitted effect of over 50% in size; many of its hits are not listed in these tables
Target sequence (Q6W5P4 whole entry, looked up): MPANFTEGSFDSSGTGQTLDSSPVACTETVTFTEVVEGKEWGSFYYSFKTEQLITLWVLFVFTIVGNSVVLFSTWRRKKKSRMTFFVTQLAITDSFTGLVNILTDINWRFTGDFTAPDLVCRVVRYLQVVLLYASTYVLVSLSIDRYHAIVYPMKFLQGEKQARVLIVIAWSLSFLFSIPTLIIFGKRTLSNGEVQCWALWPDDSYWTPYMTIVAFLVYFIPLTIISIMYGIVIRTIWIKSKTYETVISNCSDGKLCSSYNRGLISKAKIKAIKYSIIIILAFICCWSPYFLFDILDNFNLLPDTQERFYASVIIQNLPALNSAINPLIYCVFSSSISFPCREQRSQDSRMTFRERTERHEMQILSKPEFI
Tau fluor cs = Counterscreen qHTS for Inhibitors of Tau Fibril Formation, Fluorescence Polarization; tau K18 P301L Alexa594 fluorescence, heparin fibrillization; Potency, µM (highest dose often 57.7 µM), for the others: at the top dose activity change, negative = decrease; 0.93% of 280,000 active; also: % is scaled to controls: 0 for no effect and ±100 for the full control effect; nearly all actives have a fitted effect of over 55% in size
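Human tau K18 P301L (15 uM unlabeled, 0.24 uM Alexa 594-labeled) in 100 mM sodium acetate pH 7 with 20 uM heparin, 6 hr at 37 C. ThT 30 uM added, 1 hr ambient; Alexa 594 FP and total fluorescence read at 555/632 nm.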
Epigenetic derep = Quantitative High-Throughput Screen for Regulators of Epigenetic Control; murine LDR cells, GFP reporter derepression, 30 h; Potency, µM (top dose mostly 53.9 µM), inactives show at the highest dose GFP activation, actives largely listed as activators; 0.2% of 280,000 active; also: % of control where 0% means no effect; nearly all actives have a fitted effect of over 60% in size
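Murine LDR cells carrying a silenced, genomically integrated CMV-driven GFP reporter were exposed to compound for 30 hours at 37 C. After PBS washes, GFP-positive cells (20–120 um objects) were counted by laser-scanning microplate cytometry.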
* hit, by the source's call; & = joins results of further samples; [ ] = dose if it differs, or a comment. Unless noted, calls follow the shape of the dose curve; as a rule, active = well fitted curve in the direction sought with a large enough effect; inconclusive = small, poorly fitted or top-dose-only effect, or another doubt; inactive = no such curve, though single readings can be large; an effect the other way counts as inactive or inconclusive. Potency is read from the fitted curve at half-maximal effect. The list is partial (hit frequency here may not be typical).

Screening COc1ccc(N(CC(=O)NCCC2=CCCCC2)S(=O)(=O)c2ccccc2)c(OC)c1 returned ALDH1A1 block inconclusive, aGlu spleen mod 2%, aGal spleen mod 5%, GAA inhib 6%, GAA glycogen -13%, NPSR antag -47%, Tau fluor cs -1% and Epigenetic derep -0.6%[10.1 µM].
CCOc1ccc(NC(=O)CSc2nnc(CCNC(=O)c3ccc(OC)cc3)n2CC)cc1 was read as ALDH1A1 block 5%, aGlu spleen mod -24%, aGal spleen mod 2%, GAA inhib 5%, GAA glycogen -1%, NPSR antag -8%[46.1 µM], Tau fluor cs -7% and Epigenetic derep -1.1%.
`CCn1ncc(C(=O)Nc2cc(C)on2)c1C` gave ALDH1A1 block 19%, aGlu spleen mod 1%, aGal spleen mod 14%, GAA inhib 2%, GAA glycogen 1%, NPSR antag -1%[46.1 µM], Tau fluor cs -4% and Epigenetic derep 3.5%.
O=C(NCc1cccnc1)C(=O)NCC1OCCN1S(=O)(=O)c1ccc(Cl)cc1 (stereo unspecified) was read as ALDH1A1 block 12%, aGlu spleen mod -7%, aGal spleen mod -8%, GAA inhib 4%, GAA glycogen -4%, NPSR antag 2%, Tau fluor cs -8% and Epigenetic derep 1.2%.
For COC(=O)Oc1nsnc1N1CCOCC1 the results were ALDH1A1 block 4µM*, aGlu spleen mod 1%, aGal spleen mod 9%, GAA inhib -22%, GAA glycogen -17%, NPSR antag -1%[46.1 µM], Tau fluor cs -16% and Epigenetic derep 0.0%.
`Cc1csc(NC(=O)C(CC(C)C)NS(=O)(=O)c2ccc3c(c2)oc(=O)n3C)n1` (stereo unspecified) gave ALDH1A1 block 1%, aGlu spleen mod 1%, aGal spleen mod 2%, GAA inhib -4%, GAA glycogen 3%, NPSR antag -11%[46.1 µM], Tau fluor cs -7% and Epigenetic derep 2.7%.
For Cc1ccc(C(=O)n2c(-c3ccccc3)cnc2SCC(=O)Nc2ccccc2)cc1 the results were ALDH1A1 block 5%, aGlu spleen mod -5%, aGal spleen mod 1%, GAA inhib -4%, GAA glycogen -14%, NPSR antag 16%, Tau fluor cs -15% and Epigenetic derep 0.0%.
`COc1ccc2c(c1)C=C(C(=O)OCc1cccnc1)CO2` gave ALDH1A1 block 8.9µM*, aGlu spleen mod -1%, aGal spleen mod -2%, GAA inhib -4%, GAA glycogen -13%, NPSR antag -1%, Tau fluor cs -11% and Epigenetic derep 3.9%.
N#CCC1c2ccccc2CCN1C(=O)Nc1cccc(C(F)(F)F)c1 (stereo unspecified) was read as ALDH1A1 block -1%, aGlu spleen mod -11%, aGal spleen mod 2%, GAA inhib -4%, GAA glycogen -9%, NPSR antag inconclusive, Tau fluor cs -2% and Epigenetic derep 0.8%.
Screening NC(N)=NC(N)=Nc1ccccc1 returned ALDH1A1 block 4%&5%&4%&-4%, aGlu spleen mod 2%&-1%&1%&-1%, aGal spleen mod 4%&-1%&-2%&14%, NPSR antag -8%[46.1 µM], Tau fluor cs -3%&-9%&-5%&-6% and Epigenetic derep -0.1%&0.0%&-0.5%&-3.1%.
Screening COC/C=C/C1=CC2=CC(=O)C(C)(OC(=O)c3cnc4ccccc4n3)C(=O)C2=CN1c1ccc(CO)cc1 (stereo unspecified) returned ALDH1A1 block 0%[13.5 µM], aGlu spleen mod 2%[17.4 µM], aGal spleen mod -7%[17.5 µM], GAA glycogen -11%[76.3 µM] and Tau fluor cs -20%[11.6 µM].
CN(CC(=O)Nc1ccc(N2CCOCC2)cc1)CC(=O)Nc1ccc(N2CCOCC2)cc1 was read as aGlu spleen mod 5%, aGal spleen mod 2%, GAA glycogen 4%, NPSR antag 15%, Tau fluor cs -3% and Epigenetic derep 0.0%.
`Cc1cc(C(=O)Nc2ccccc2N2CCOCC2)c(C)o1` gave ALDH1A1 block inconclusive, aGlu spleen mod -2%, aGal spleen mod 1%, GAA inhib -2%, GAA glycogen 1%, NPSR antag 1%, Tau fluor cs -5% and Epigenetic derep -2.4%.
For O=C1c2ccccc2C(Cc2ccnc(F)c2)(Cc2ccnc(F)c2)c2ccccc21 the results were ALDH1A1 block 5%, aGlu spleen mod -1%, aGal spleen mod -2%, Tau fluor cs -17% and Epigenetic derep 1.4%.
COC(=O)C1=C(C)NC(=O)NC1c1ccc(-c2ccccc2Cl)o1 (stereo unspecified) was read as ALDH1A1 block 10µM*, aGlu spleen mod 3%, aGal spleen mod 4%, GAA inhib 5%, GAA glycogen -2%, NPSR antag -4%, Tau fluor cs 0% and Epigenetic derep 13%.
`N=C1CCCN1c1ccccc1O` gave aGlu spleen mod -5%, aGal spleen mod -3%, GAA glycogen 4%, NPSR antag 3%, Tau fluor cs -4% and Epigenetic derep 0.1%.
O=[N+]([O-])c1ccc(/C=N/Nc2nc(N3CCCC3)nc(N3CCCC3)n2)o1 was read as ALDH1A1 block inconclusive, aGlu spleen mod -6%, aGal spleen mod 1%, GAA inhib 1%, GAA glycogen -1%, NPSR antag 1%[46.1 µM], Tau fluor cs -21% and Epigenetic derep -1.7%.
Screening COc1ccc2cnn(CCOc3ccccc3)c(=O)c2c1OC returned ALDH1A1 block -8%, aGlu spleen mod 2%, aGal spleen mod 5%, GAA inhib -7%, GAA glycogen -1%, NPSR antag -2%[46.1 µM], Tau fluor cs 3% and Epigenetic derep -0.5%.
`CCC(CC)NCc1ccc(OC)cc1OC` gave ALDH1A1 block 9%, aGlu spleen mod -12%, aGal spleen mod 4%, GAA inhib 1%, GAA glycogen -22%, NPSR antag -3%[46.1 µM], Tau fluor cs 12% and Epigenetic derep 0.0%.
For CCC(c1nnnn1Cc1ccco1)N1CCN(C(=O)c2ccco2)CC1 (stereo unspecified) the results were ALDH1A1 block inconclusive, aGlu spleen mod 7%, aGal spleen mod 4%, GAA inhib -5%, GAA glycogen 8%, NPSR antag 0%[46.1 µM], Tau fluor cs 5% and Epigenetic derep 0.0%.

Structural class, those above containing an aryl thioether with sulfur outside any ring.
CCOc1ccc(NC(=O)CSc2nnc(CCNC(=O)c3ccc(OC)cc3)n2CC)cc1 was read as ALDH1A1 block 5%, aGlu spleen mod -24%, aGal spleen mod 2%, GAA inhib 5%, GAA glycogen -1%, NPSR antag -8%[46.1 µM], Tau fluor cs -7% and Epigenetic derep -1.1%.
For Cc1ccc(C(=O)n2c(-c3ccccc3)cnc2SCC(=O)Nc2ccccc2)cc1 the results were ALDH1A1 block 5%, aGlu spleen mod -5%, aGal spleen mod 1%, GAA inhib -4%, GAA glycogen -14%, NPSR antag 16%, Tau fluor cs -15% and Epigenetic derep 0.0%.

Other results follow:
COc1ccc(N(C)C(=O)c2cnc(N3CCN(c4ncccn4)CC3)c3ccccc23)cc1 was read as ALDH1A1 block -7%, aGlu spleen mod 1%, aGal spleen mod 7%, GAA inhib -1%, GAA glycogen -10%, NPSR antag -17%[46.1 µM], Tau fluor cs -11% and Epigenetic derep 0.0%.
Screening C=CCOc1ccccc1CNCc1ccc(F)cc1 returned ALDH1A1 block 5%, aGlu spleen mod 5%, aGal spleen mod -1%, GAA inhib 2%, GAA glycogen -10%, NPSR antag 3%, Tau fluor cs 11% and Epigenetic derep -0.1%.
`O=C(CSc1ncccn1)NCc1cccc(Cl)c1` gave ALDH1A1 block 14%, aGlu spleen mod -10%, aGal spleen mod 0%, GAA inhib 1%, GAA glycogen 0%, NPSR antag 6%, Tau fluor cs 0% and Epigenetic derep inconclusive.
Screening O=C(COc1ccc(F)cc1Br)N1CCc2ccccc21 returned ALDH1A1 block 4%, aGlu spleen mod 1%, aGal spleen mod 2%, GAA inhib 3%, GAA glycogen -3%, NPSR antag -13%[46.1 µM], Tau fluor cs -2% and Epigenetic derep 1.8%.
O=C1NC2(CCC3(CC2)OCCO3)NN1c1ccccc1 was read as ALDH1A1 block -5%, aGlu spleen mod 7%, aGal spleen mod 0%, GAA inhib -1%, GAA glycogen inconclusive, NPSR antag 5%, Tau fluor cs -6% and Epigenetic derep -0.1%.
Screening COc1ccc(NC(=O)c2cc3n(n2)C(C(F)(F)F)CC(c2ccc(OC)cc2)N3)cc1 (stereo unspecified) returned ALDH1A1 block 17%, aGlu spleen mod -7%, aGal spleen mod -12%, GAA inhib 4%, GAA glycogen -3%, NPSR antag -12%[46.1 µM], Tau fluor cs -10% and Epigenetic derep 2.7%.
For NC(=O)CC[C@@H]1NC(=O)[C@@H]2CCCN2C(=O)c2cc([N+](=O)[O-])cc(F)c2NCCC[C@@H](C(N)=O)NC1=O the results were ALDH1A1 block 7%, aGlu spleen mod 1%, aGal spleen mod -6%, GAA inhib 4%, GAA glycogen 5%, NPSR antag 17%, Tau fluor cs -5% and Epigenetic derep -3.1%.
`CC(NS(=O)(=O)c1ccc(Cl)c(Cl)c1)C(=O)OCC(=O)Nc1ccc2c(c1)OCO2` (stereo unspecified) gave ALDH1A1 block inconclusive, aGlu spleen mod 3%, aGal spleen mod -6%, GAA inhib 7%, GAA glycogen 12%, NPSR antag -3%, Tau fluor cs inconclusive and Epigenetic derep 1.1%.
COc1ccccc1NS(=O)(=O)c1cccc(NC(=O)Nc2ccccc2)c1 was read as ALDH1A1 block 9%, aGlu spleen mod -5%, aGal spleen mod 7%, GAA inhib -3%, GAA glycogen -6%, NPSR antag 1%, Tau fluor cs inconclusive and Epigenetic derep -2.0%.
`CCCc1nc2ccccc2c(C(=O)OC2CCOC2=O)c1CC` (stereo unspecified) gave ALDH1A1 block 5%, aGlu spleen mod -2%, aGal spleen mod 0%, GAA inhib 2%, GAA glycogen -1%, NPSR antag -1%[46.1 µM], Tau fluor cs -5% and Epigenetic derep 0.8%.
CCCCC(CC(O)COCCC)C(=O)NN (stereo unspecified) was read as ALDH1A1 block 5%, aGlu spleen mod -2%, aGal spleen mod 0%, GAA inhib -26%, GAA glycogen 4%, NPSR antag -12%, Tau fluor cs 2%[2.34 µM] and Epigenetic derep 1.1%.

High-throughput results (PubChem BioAssay)
